Compound activity from PubChem BioAssay.
Gli-Sufu block = blocks Gli-Sufu signaling in a luciferase reporter. Sufu-KO-LIGHT fibroblasts, Gli luciferase reporter luminescence. inhibition, % at 5 µM. 340,000 compounds, 0.74% hits. AID 588413;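 active = inhibition above about 55%, limit read from the data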;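 note: 0% = DMSO-treated cells and 100% = wells with medium but no cells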
EBI2 block = blocks human EBI2 receptor beta-arrestin signaling. P32249. 360,000 compounds, 0.81% hits. AID 651636. inhibition, % at 5 µM. EBI2 beta-arrestin recruitment, luminescence, 7a,25-OHC stimulated; in the data active = inhibition above about 38%;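 note: enzyme fragment complementation signal reports receptor beta-arrestin coupling in cells; 0% = agonist plus DMSO wells and 100% = wells without agonist; some results beyond the cut were filed as inactive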
Target sequence (P32249 whole entry, looked up, the tested form may be a part): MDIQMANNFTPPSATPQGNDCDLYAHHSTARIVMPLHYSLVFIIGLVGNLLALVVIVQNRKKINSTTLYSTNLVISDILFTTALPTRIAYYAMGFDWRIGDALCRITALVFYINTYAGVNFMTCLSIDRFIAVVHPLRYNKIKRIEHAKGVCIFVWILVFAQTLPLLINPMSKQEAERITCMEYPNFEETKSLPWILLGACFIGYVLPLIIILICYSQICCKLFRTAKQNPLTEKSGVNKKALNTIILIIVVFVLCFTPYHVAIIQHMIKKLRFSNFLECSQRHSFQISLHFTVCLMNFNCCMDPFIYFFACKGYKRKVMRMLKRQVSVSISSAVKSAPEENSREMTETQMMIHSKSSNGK
UBC13 inh = human UBC13 polyubiquitination inhibition; P61088; UBC13 polyubiquitin chain formation, TR-FRET; inhibition, % at 20 µM; 330,000 compounds, 0.47% hits; in the data active = inhibition above about 45%, passing the limit was not always enough; inconclusive = no clear call, values can overlap the other calls
Target sequence (P61088 whole entry, looked up): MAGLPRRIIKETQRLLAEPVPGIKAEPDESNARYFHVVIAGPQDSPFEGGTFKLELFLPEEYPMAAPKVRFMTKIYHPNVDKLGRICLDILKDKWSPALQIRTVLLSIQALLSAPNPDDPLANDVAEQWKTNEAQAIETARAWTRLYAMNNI
697 NFkB inh = inhibitors of the PMA/ionomycin-induced NF-kB reporter in 697 B cells | 697 B-cell NF-kB luciferase reporter, 16 h | inhibition, % at 4 µM | 330,000 compounds, 0.33% hits | AID 435022; in the data active = inhibition above about 35%
SENP8 block = blocks the human protease SENP8. Q96LD8. purified SENP8, Z-RLRGG-aminoluciferin cleavage, luminescence. inhibition, % at 10 µM. 330,000 compounds, 1.2% hits
Apaf1 inhib = human Apaf-1 inhibition; O14727; reconstituted apoptosome caspase-3 activity, DEVD-Rh110 fluorescence; inhibition, % at 20 µM; 330,000 compounds, 0.71% hits; AID 489030; active = inhibition of at least 40% at 20 µM;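 note: plate controls were DMSO wells for no effect and DEVD-CHO caspase inhibitor wells for full effect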
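Material: biochemical Apaf-1 apoptosome reconstitution. Medium: Hepes buffer, pH 7.5. Also added: cytochrome c activation, bis-DEVD rhodamine 110 substrate. Timing: 30 min compound preincubation, 50 min activation, room temperature. Measured by: rhodamine 110 fluorescence at Ex 480/Em 540 nm.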
Jurkat NFkB inh = inhibitors of the PMA/ionomycin-induced NF-kB reporter in Jurkat cells; AID 435003; PMA/ionomycin-induced NF-kB luciferase reporter, luminescence; 330,000 compounds, 0.53% hits; inhibition, % at 4 µM
CCR6 antagonist = antagonists of human CCR6 receptor; 340,000 compounds, 0.49% hits; inhibition, % at 20 µM; P51684; CHO-K1 CCR6 PathHunter beta-arrestin, luminescence, CCL20-stimulated; AID 493098;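 active = compounds whose inhibition of the agonist-driven luminescence signal at 20 µM reaches about 50%, limit read from the data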;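 note: cells stimulated with CCL20 at 14 nM final; plate controls were DMSO with CCL20 for no effect and DMSO without agonist for full effect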
Target sequence (P51684 whole entry, looked up): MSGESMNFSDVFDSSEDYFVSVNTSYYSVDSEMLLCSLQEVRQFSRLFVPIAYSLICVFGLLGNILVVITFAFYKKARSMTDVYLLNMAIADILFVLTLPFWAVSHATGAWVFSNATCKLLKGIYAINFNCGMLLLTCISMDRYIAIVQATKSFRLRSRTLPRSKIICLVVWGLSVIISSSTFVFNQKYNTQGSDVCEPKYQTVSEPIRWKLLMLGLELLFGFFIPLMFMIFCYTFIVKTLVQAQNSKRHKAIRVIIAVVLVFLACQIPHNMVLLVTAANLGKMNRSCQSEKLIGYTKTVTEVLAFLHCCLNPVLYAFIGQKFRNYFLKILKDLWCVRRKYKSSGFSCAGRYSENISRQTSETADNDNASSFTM
* = called active by the depositor; ? = inconclusive; nt = no result given. Cut-off read from the data, not from the text of the source, unless noted: active = inhibition above about 50%; inactive = the rest. These rows are one share of the data; count on the stated rates, not on these rows.

nr	smiles	Gli-Sufu block	EBI2 block	UBC13 inh	697 NFkB inh
1	CCOc1ccc(S(=O)(=O)NCc2ccccc2OC)cc1	0	3	10	3
2	NC(=O)c1cc([N+](=O)[O-])ccc1NCc1cccc(N)c1	13	-2	-11	30
3	Cc1noc(C)c1COc1ccc(C(=O)OCc2nnc(-c3ccc(Cl)cc3)o2)cc1	0	6	-2	19
4	Cc1ccc(Cl)cc1N1CCN(C(=O)Cn2ccc3ccccc3c2=O)CC1	6	9	7	-28
5	COC(=O)CC1Sc2ccccc2NC1=O (stereo not drawn)	9	5	2	-5
6	COc1ccc(Oc2cc(F)nc(N)n2)cc1	0	0	1	2
7	CCCCCC(=O)Nc1ccc(-c2csc(N)n2)cc1	-44	1	-11	17
8	COc1ccc(-n2nc(C(=O)NCC(=O)NCc3cccc(F)c3)c3ccccc3c2=O)cc1Cl	4	13	?	7
9	C/C(=N\NC(=O)c1ccco1)c1ccc(NC(=O)c2ccccc2)cc1	-36	-12	-9	-42
10	COc1ccc(-c2cc(-c3ccc(Cl)cc3)c(C#N)c(SCC(=O)O)n2)cc1	1	10	-16	-23
11	Cc1ccc(C)c(-n2[nH]c3c4c(ccc3c2=O)C(=O)c2ccccc2C4=O)c1	-10	-4	-99	6
12	CCn1c2ccccc2c2cc(NS(=O)(=O)c3ccccc3C)ccc21	4	4	-3	-21

nr	SENP8 block	Apaf1 inhib	Jurkat NFkB inh	CCR6 antagonist
1	-8	-5	9	12
2	-11	3	12	10
3	-6	23	6	8
4	2	38	-18	-2
5	-5	-2	18	1
6	-7	-7	8	-5
7	-6	-1	4	-4
8	-3	9	7	8
9	-4	12	-39	1
10	-1	13	-15	4
11	8	7	-7	24
12	6	18	40	6

More entries.
nr	smiles	Gli-Sufu block	EBI2 block	UBC13 inh	697 NFkB inh
13	CCOCCCn1c(=S)[nH]c2cc(C(=O)NCCN(CC)CC)ccc2c1=O	15	-8	0	-34
14	CS(=O)(=O)c1ccc(Cl)c(NC(=O)COC(=O)CNC(=O)c2ccc3ccccc3c2)c1	-8	7	-2	-2
15	O=C(OC(C(=O)NC1CCCC1)c1ccc(F)cc1)c1ccno1 (stereo not drawn)	-9	0	12	7
16	Cc1ccc(S(=O)(=O)Cc2ccc(C(=O)N3CCN(c4ccccn4)CC3)o2)cc1	10	3	-8	3
17	O=C(NCC(=O)N(c1ccc2c(c1)OCO2)C(C(=O)NC1CCCC1)c1ccncc1)c1ccco1 (stereo not drawn)	-6	0	3	16
18	Cc1ccccc1C[n+]1cccc2ccccc21	9	-1	5	-22
19	Cc1ccc(Nc2nnns2)cc1	-10	13	2	20
20	O=C(CN1C(=O)COc2ccccc21)Nc1ccc(F)cc1	6	-6	-12	-84
21	CC1CCCCC1NC(=O)COC(=O)c1ccccn1 (stereo not drawn)	-18	-5	-4	-24
22	COc1ccccc1C(=O)OCC(=O)NC(C)CCc1ccccc1 (stereo not drawn)	22	-2	8	-1
23	O=C(CN1CCN(S(=O)(=O)c2ccccc2)CC1)N1CCCCC1	-2	-9	-5	18
24	CCOCCCNC(=O)c1cc2c(=O)n3cccc(C)c3nc2s1	nt	-2	14	-2

nr	SENP8 block	Apaf1 inhib	Jurkat NFkB inh	CCR6 antagonist
13	-6	7	-32	1
14	-4	7	10	9
15	-13	-14	1	16
16	-7	-1	0	12
17	5	-3	5	2
18	-7	-7	13	2
19	-5	-3	6	4
20	-4	11	-57	-27
21	-7	-1	-6	5
22	-3	10	-13	-1
23	-20	3	-1	6
24	0	0	-20	-3

More results.
nr	smiles	Gli-Sufu block	EBI2 block	UBC13 inh	697 NFkB inh
25	O=C(Nc1ccc(CN2CCOCC2)cc1)c1ccc(-c2ccc(Cl)cc2Cl)o1	4	23	14	9
26	CC1CCC2(CC1)NC(=O)N(CC(=O)c1cccn1C)C2=O (stereo not drawn)	7	7	4	-1
27	O=C(c1ccccc1NS(=O)(=O)c1ccc(Cl)cc1)N1CCc2ccccc21	-5	-9	-12	-18
28	COC(=O)c1c(C(=O)OC)c2cc(C(=O)c3ccccc3)ccn2c1Cl	12	14	23	-7
29	COC(=O)c1sccc1-c1ccc(C(N)=O)o1	nt	nt	0	15
30	Cn1c(CSCc2ccc(F)cc2)nnc1SCC(=O)Nc1cccc(C(=O)O)c1	5	-7	-12	10
31	COc1ccc(-c2cnc(N)nc2-c2ccc(OCc3ccccc3)cc2O)cc1	7	33	4	1
32	CN(c1nc2nonc2nc1NC1CC1)C1CCOC1 (stereo not drawn)	nt	-8	0	15
33	O=C(COC(=O)c1ccc([N+](=O)[O-])o1)NCCCc1ccccc1	-1	-16	-3	23
34	C=CCOc1ccc2oc(=O)cc(C)c2c1	5	-3	4	3
35	COC(=O)Cn1c(=NC(=O)c2ccc(S(=O)(=O)N3CCOCC3)cc2)sc2cc(S(N)(=O)=O)ccc21	1	-5	17	-1
36	CCC(Sc1ccccn1)C(=O)Nc1nnc(C)s1 (stereo not drawn)	1	-4	-10	-2

nr	SENP8 block	Apaf1 inhib	Jurkat NFkB inh	CCR6 antagonist
25	4	5	27	10
26	-3	-1	-14	0
27	-11	8	-3	10
28	0	14	8	-1
29	4	-8	7	nt
30	0	2	-6	0
31	0	-8	8	2
32	1	8	-3	10
33	21	22	8	-19
34	-4	8	9	-9
35	4	12	3	10
36	-5	0	-16	10

The listing continues:
nr	smiles	Gli-Sufu block	EBI2 block	UBC13 inh	697 NFkB inh
37	CCN(CC)C(=O)CSc1nc2ccc(NC(=O)CSc3nnc(COc4ccccc4C)n3C)cc2s1	-2	3	5	9
38	O=[N+]([O-])c1ccc(OCC(O)CN(CCO)CCO)cc1 (stereo not drawn)	-6	-8	0	11
39	CCOC(=O)C(=O)Nc1cccc(C(=O)OCC)c1	3	3	10	5
40	COc1ccc(C(=O)C2CCN(C(=O)Nc3ccc(C)cc3)CC2)cc1	15	49*	0	14
41	O=C(CC1C(=O)N(c2ccc(F)cc2)C(=O)N1Cc1ccccn1)Nc1ccccc1 (stereo not drawn)	3	-3	-1	-8
42	Cn1c(=O)c(C(=O)NNC(=O)c2ccccc2Cl)c(O)c2ccccc21	-8	3	0	4
43	O=C1[C@@H]2C(c3ccccc3Cl)=NO[C@@H]2C(=O)N1Cc1ccccc1	3	-15	-3	24
44	CCCCCN(C(=O)CCC(=O)OC(C)C(=O)c1ccc(Cl)cc1)c1c(N)n(CCCC)c(=O)[nH]c1=O (stereo not drawn)	0	5	-7	12
45	Cc1cc(NC(=O)COC(=O)CSCc2ccc(Cl)c(Cl)c2)no1	-1	-16	18	12
46	COc1ccc(C(=O)c2ccc(Cl)cc2Cl)cc1	-3	1	7	1
47	COc1ccc(OCC(O)Cn2ccnc2C)cc1 (stereo not drawn)	5	-1	-4	-9
48	COc1cc(OC)cc(C(=O)Nc2ccccc2-c2nnn(CC(=O)Nc3cc(C)on3)n2)c1	-14	12	-8	0

nr	SENP8 block	Apaf1 inhib	Jurkat NFkB inh	CCR6 antagonist
37	1	16	21	-3
38	3	-10	-3	12
39	-14	-3	6	3
40	0	2	-5	-5
41	-6	0	6	-32
42	3	1	22	-1
43	-1	8	-2	-4
44	4	8	4	5
45	-1	15	12	3
46	-10	1	-14	-3
47	0	10	-7	-5
48	7	2	-7	4

A different layout for part of the listing above.
| item | Compound | Gli-Sufu block | EBI2 block | UBC13 inh | 697 NFkB inh | SENP8 block | Apaf1 inhib | Jurkat NFkB inh | CCR6 antagonist |
| --- | --- | --- | --- | --- | --- | --- | --- | --- | --- |
| 39 | CCOC(=O)C(=O)Nc1cccc(C(=O)OCC)c1 | 3 | 3 | 10 | 5 | -14 | -3 | 6 | 3 |
| 40 | COc1ccc(C(=O)C2CCN(C(=O)Nc3ccc(C)cc3)CC2)cc1 | 15 | 49* | 0 | 14 | 0 | 2 | -5 | -5 |
| 41 | O=C(CC1C(=O)N(c2ccc(F)cc2)C(=O)N1Cc1ccccn1)Nc1ccccc1 (stereo not drawn) | 3 | -3 | -1 | -8 | -6 | 0 | 6 | -32 |
| 42 | Cn1c(=O)c(C(=O)NNC(=O)c2ccccc2Cl)c(O)c2ccccc21 | -8 | 3 | 0 | 4 | 3 | 1 | 22 | -1 |
| 43 | O=C1[C@@H]2C(c3ccccc3Cl)=NO[C@@H]2C(=O)N1Cc1ccccc1 | 3 | -15 | -3 | 24 | -1 | 8 | -2 | -4 |
| 44 | CCCCCN(C(=O)CCC(=O)OC(C)C(=O)c1ccc(Cl)cc1)c1c(N)n(CCCC)c(=O)[nH]c1=O (stereo not drawn) | 0 | 5 | -7 | 12 | 4 | 8 | 4 | 5 |
| 45 | Cc1cc(NC(=O)COC(=O)CSCc2ccc(Cl)c(Cl)c2)no1 | -1 | -16 | 18 | 12 | -1 | 15 | 12 | 3 |
| 46 | COc1ccc(C(=O)c2ccc(Cl)cc2Cl)cc1 | -3 | 1 | 7 | 1 | -10 | 1 | -14 | -3 |
| 47 | COc1ccc(OCC(O)Cn2ccnc2C)cc1 (stereo not drawn) | 5 | -1 | -4 | -9 | 0 | 10 | -7 | -5 |
| 48 | COc1cc(OC)cc(C(=O)Nc2ccccc2-c2nnn(CC(=O)Nc3cc(C)on3)n2)c1 | -14 | 12 | -8 | 0 | 7 | 2 | -7 | 4 |

Additional results
nr	smiles	Gli-Sufu block	EBI2 block	UBC13 inh	697 NFkB inh
49	CN(CC(=O)Nc1ccccc1C(=O)NC1CC1)Cc1cccs1	-6	-5	8	14
50	CCCN(CCC)c1ccc(CC(=O)NC(C)Cc2ccccc2)cc1 (stereo not drawn)	-7	7	-9	-9
51	CCN(CC)CC(C)CNC(=O)CN1C(=O)CSc2ccc(S(=O)(=O)N3CCOCC3)cc21 (stereo not drawn)	7	-3	-5	-15
52	COCCNC(=O)C(c1ccc(C)cc1)N(Cc1ccco1)C(=O)CCC(=O)Nc1ccccn1 (stereo not drawn)	-32	-1	-1	3
53	Nc1ccc(-n2nc(C(F)(F)F)cc2C(F)(F)F)cc1	2	-4	-7	-22
54	Cc1ccc(NC(=O)C2OCCc3ccccc32)cc1 (stereo not drawn)	-12	0	9	-10
55	CCOC(=O)C1=C(C)C2C3C(=O)N(c4ccccc4C)C(=O)C3C1(C)C1C(=O)N(c3ccccc3C)C(=O)C21 (stereo not drawn)	nt	-9	-1	-6
56	CCC(Oc1ccccc1)C(=O)Nc1nnc(S(=O)(=O)Nc2ccccc2)s1 (stereo not drawn)	-1	3	-11	16

nr	SENP8 block	Apaf1 inhib	Jurkat NFkB inh	CCR6 antagonist
49	0	-3	8	9
50	-4	17	-7	33
51	-9	3	-19	7
52	-1	18	3	-8
53	2	-15	-8	3
54	0	-1	-13	7
55	2	6	-2	17
56	-9	11	-4	1
